Bioassay records (PubChem BioAssay)
ERK EGF inh: qHTS Assay for Inhibitors of the ERK Signaling Pathway using a Homogeneous Screening Assay; Stimulation with EGF | 0.41% of 130,000 active | HEK293-V1b, EGF-stimulated phospho-ERK AlphaScreen | Potency, µM (doses to about 11.5 µM), for inactives: at the top dose activity change, negative = inhibition, usual class: inhibitors; active = well fitted inhibition curve with a large enough effect; inconclusive = small, poorly fitted or top-dose-only effect, or effect the other way;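 also: plate controls were stimulated vehicle wells for no effect and unstimulated vehicle basal for full effect; nearly all actives have a fitted effect of over 55% in size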
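Homogeneous cell-based phospho-ERK assay: HEK293/V1b cells in 1% FBS, compound 30 min then EGF 5 min, AlphaScreen luminescence. Activity normalized between DMSO and 25 nM EGF controls; AC50 from Hill modelling.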
Numbers without * were called inactive; ? = inconclusive; [ ] = dose if it differs, or a comment. Potency is read from the fitted curve at half-maximal effect. An excerpt; count on the stated rates, not on these rows.

SMILES	ERK EGF inh
CC(=O)c1ccc(NC(=S)NNC(=O)c2ccncc2)cc1	6%
NNc1nc2c(-c3ccc(F)cc3)nnn2c2ccccc12	-7%
CCOC(=O)C1CCCN(C(c2ccccn2)c2c(C)[nH]c3ccccc23)C1 (configuration not stated)	2%
Cc1ccc2nc(NC(=O)CSCC(=O)OCC(=O)c3ccccc3)sc2c1	6%
O=[N+]([O-])c1ccc(NCCCO)c(S(=O)(=O)N2CCOCC2)c1	1%
CCCC(=O)C1=C(N2CCCC2)CC(C)(C)C(C(=O)OC)C1=O (configuration not stated)	-4%[57.5 µM]
Cc1nn(Cc2c(Cl)cccc2Cl)c(Cl)c1/C=N/NC(=O)c1cccnc1	6%
CO[C@@]1(NC(=O)Cc2cccs2)C(=O)N2C(C(=O)O)=C(COC(N)=O)CSC21 (some centres not stated)	17%
Cc1ccc(C)c(NC(=S)N(C)C)c1	-9%[57.5 µM]
O=C(Nc1ccc2c(c1)CCC2)c1cccc(S(=O)(=O)Nc2ccccc2Cl)c1	-3%
Cc1ccc(NC(=O)/C(=C/C=C/c2ccccc2)NC(=O)c2ccccc2)cc1	?
O=C1NC(=O)c2cc(Br)cc3cccc1c23	-6%
CC(=O)N(CN1C(=O)c2ccccc2C1=O)c1ccc2c(c1)oc1ccccc12	-2%
O=Nc1c(O)n(Cc2cccc(C(F)(F)F)c2)c2ccccc12	2%
CCN(CC)c1ccc2cc(C(N)=O)/c(=N\NC(=O)c3ccncc3)oc2c1	-1%
Cc1ccc(C(=O)Nc2ccc3c(c2)CCC3)cc1	-1%
Cc1c(Cl)cnc(NC(=O)COC(=O)c2cccc(S(=O)(=O)N3c4ccccc4CC3C)c2)c1Cl (configuration not stated)	10%
CC(=O)Nc1ccc(/C=C(\C#N)C(N)=O)cc1	-12%[57.5 µM]
CCOC(=O)/C=C/c1cnn(-c2ccccc2)c1	5%
O=C(O)CC1(CC(=O)Nc2ccc(Cl)cc2C(=O)c2ccccc2)CCCC1	-4%[57.5 µM]
COc1ccc(NC(=O)CSc2nnc(NC(=O)c3ccco3)s2)cc1	1%
COc1cccc(S(=O)(=O)Nc2ccc(C(=O)N3CCN(C(=O)c4ccco4)CC3)cc2)c1	10%
Cc1cc(C(=O)CN2C(=O)NC3(CCCCC3)C2=O)c(C)n1-c1ccc2c(c1)OCO2	6%
O=C(Cc1ccccc1)Nc1ccccc1Sc1ccccc1	6%
COc1cccc(C2/C(=C(/O)c3ccc(C)cc3)C(=O)C(=O)N2Cc2ccco2)c1 (configuration not stated)	0%
Going on with the list.
SMILES	ERK EGF inh
CN(C1=NS(=O)(=O)c2ccccc21)c1ccc(OC(=O)c2ccncc2)cc1	3%
CCc1ccc(-c2cc(-c3n[nH]c(=S)n3CC)c3ccccc3n2)cc1	2%
CCCCC(CC)CNC(=O)C(=O)C1C(=O)Nc2ccccc21 (configuration not stated)	14%
O=[N+]([O-])c1c(NCCCO)cc(SCc2ccco2)c2nonc12	-3%
COc1ccc(OCc2nnc(SCC(=O)N(C)Cc3ccccc3)n2N)cc1	11%
COC(=O)CCC(=O)OC1(C)C(=O)C=C2C=C(C3CC3)N(Cc3ccco3)C=C2C1=O (configuration not stated)	-9%[57.5 µM]
CCN(c1ccccc1)S(=O)(=O)c1cc(C(=O)Nc2cccc(Cl)c2)ccc1F	-5%
CC(NC(=S)Nc1ccc(S(N)(=O)=O)cc1)c1ccc2c(c1)OCO2 (configuration not stated)	7%
Cc1cc(C)n(C(=O)c2nn(C)c(C)c2[N+](=O)[O-])n1	-11%
Cc1cnc(NC(=O)CSc2nnc(C)n2N)s1	4%
CC1(C)c2ccccc2N2CC(=O)N(CC(N)=O)C21C (configuration not stated)	-21%[57.5 µM]
CN(NS(=O)(=O)c1ccc(Cl)cc1)c1cnn(C)c(=O)c1Cl	-8%[57.5 µM]
CCN(CC)CCN(Cc1cc2cc(C)ccc2[nH]c1=O)C(=S)Nc1ccccc1	-5%
O=C1CC(C(=O)N(c2ccccc2)C(C(=O)NC2CCCC2)c2ccncc2)CS1 (configuration not stated)	-13%
CCOc1ccc(NC(=O)c2c(OC)cccc2OC)cc1	6%
NC(Cc1ccc(O)c(O)c1)C(=O)O (configuration not stated)	?
NC(=O)CC(NC(=O)Cc1ccc(Br)cc1)c1ccc(NCCc2ccc(Cl)cc2)c([N+](=O)[O-])c1 (configuration not stated)	-7%[57.5 µM]
O=C(Oc1coc(CSc2ncccn2)cc1=O)c1ccc(Br)o1	4%
O=C(Nc1ccccc1Cc1ccccc1)c1ccccc1NS(=O)(=O)c1ccc(Cl)s1	-3%
Cn1cnnc1SCC(=O)NCCc1ccc(Cl)cc1Cl	9%
CCOc1ccc(/C=N/Nc2nncc(-c3ccccc3)n2)cc1OC	-4%
O=C1CC(N2CCN(c3ccc(F)cc3)CC2)C(=O)N1c1ccc2c(c1)OCO2 (configuration not stated)	-2%
CCO[C@H]1OC(C(=O)NC2CC2)=C[C@@H](C2CC2)[C@@H]1CCCO	3%[57.5 µM]
CC(NC(=O)CSCc1ccc(Br)cc1)c1ccccc1 (configuration not stated)	-3%
C/C(=N\NC(=O)c1ccccc1F)c1ccc(C#N)cc1	2%
(list continues)
SMILES	ERK EGF inh
O=C1CC(c2ccccc2)CC(O)=C1C=Nc1cccc(Cl)c1 (configuration not stated)	7%
Cc1ccc(Cc2c(C)nc3nc(SCC(=O)NCCCN4CCOCC4)nn3c2C)cc1	-2%
CN(C)CCNC(=O)/C(=C/c1ccc(-c2cccc(Cl)c2)o1)NC(=O)c1ccccc1	?
O=[N+]([O-])c1ccc(Sc2ncccn2)c([N+](=O)[O-])c1	8%[57.5 µM]
Cc1nnc(SC(C)C(=O)Nc2nccs2)s1 (configuration not stated)	9%
Cn1c(=N)n(CC(=O)c2ccccc2)c2ccccc21	1%[57.5 µM]
Cc1ccc(C)c(NC(=O)COC(=O)Cc2ccsc2)c1	-1%
O=c1cc(Nc2ccc3c(c2)OCCO3)[nH]c(=O)n1Cc1ccc(F)cc1	3%
Cc1c(-c2cc(C(=O)O)on2)cnn1C	8%[57.5 µM]
C=CCn1c(SCC(=O)NCCCC(=O)OCC)nc2scc(-c3ccco3)c2c1=O	-9%
CCOC(=O)c1cn(-c2c(C)n(C)n(-c3ccccc3)c2=O)c2c(F)c(F)c(F)cc2c1=O	12%[57.5 µM]
CS(=O)(=O)N(CC(=O)Nc1ccc(S(=O)(=O)N2CCCC2)cc1)c1cccc(F)c1	13%[57.5 µM]
CC(NS(=O)(=O)c1ccc(Cl)cc1)C(c1cccs1)N1CCN(C)CC1 (configuration not stated)	-2%
O=C(CSc1n[nH]c(=O)[nH]c1=O)c1ccc(Cl)cc1Cl	0%[57.5 µM]
NC(=S)NNC(=O)/C(=C/c1ccc(Br)cc1)NC(=O)c1ccccc1	6%
OC(COc1ccc2ccccc2c1)Cn1cncn1 (configuration not stated)	5%
Cc1ccccc1C(=O)Nc1c2c(nc3ccccc13)CCCC2	4%
CC1CCN(c2nc(/C=C/c3ccccc3)nc3ccccc23)CC1	-1%
CCOc1ccc(NC(C)=O)cc1	-17%
CCSC1=NCCN1C(=O)c1c(-c2ccccc2Cl)noc1C	-6%
COc1ccccc1/C=C/C=N/NC(=O)c1ccco1	4%[57.5 µM]
O=C(c1ccco1)N1CCN(Cc2nc(Cc3ccccc3)no2)CC1	-8%
Cc1nc(-c2ccc(S(=O)(=O)Nc3ccc(Br)cc3Cl)s2)cs1	2%[57.5 µM]
Cc1nn2cnc3sc4c(c3c2nc1=O)CCCC4	-2%
Cc1ccc(C2SCC(C(=O)O)N2C(=O)c2ccc(F)cc2)cc1 (configuration not stated)	9%
(continued)
SMILES	ERK EGF inh
Cc1nnsc1S(=O)(=O)Cc1ccccc1C(F)(F)F	5%
COc1ccc(S(=O)(=O)NNC(N)=S)cc1	-1%
Cc1cccc(C)c1NC(=O)c1cccc2c1-c1ccccc1C2=O	2%
O=[N+]([O-])c1cc(CN2CCOCC2)c2cccnc2c1O	8%
Cc1ccc(Nc2nnc(SCC(=O)NC3CCS(=O)(=O)C3)s2)c(C)c1 (configuration not stated)	-10%
CCN(CC)Cc1cc(Nc2ccnc3cc(Cl)ccc23)ccc1O	1%[25.7 µM]
Cc1ccnc(N2CCN(C(=O)CSc3nc4ccccc4nc3N3CCC(C)CC3)CC2)c1	-1%
COC(=O)c1ccc(NC(c2ccc(Cl)cc2)P(=O)(OC)OC)cc1 (configuration not stated)	1%
O=C(/C=C/c1cccs1)Nc1cccnc1	-6%
COC(=O)c1ccccc1NC(=O)/C=C/C(=O)O	-1%
COc1ccc(/C=N/NC(=O)c2cc(C)n(-c3ccccc3)c2C)cc1OC	-7%
CCCCC1=CC2=CC(=O)C(C)(OC(=O)CC)C(=O)C2=CN1c1ccccc1 (configuration not stated)	2%[57.5 µM]
O=c1c2oc3ccccc3c2ncn1Cc1ccc(F)cc1	-8%
CC(C)(C)OC(=O)NCCCC[C@H](NC(=O)c1nc[nH]c1C(=O)NC1CCN(C(=O)OC(C)(C)C)CC1)C(=O)OC(C)(C)C	6%[57.5 µM]
CCC(=O)NC(=S)Nc1ccc(NC(=O)COc2ccc(Cl)c(C)c2)cc1	-3%
CC(=O)c1ccc(NC(=O)c2noc(C(C)C)c2[N+](=O)[O-])cc1	-8%
O=C(N/N=C/C=C/c1ccccc1)c1cccnc1	3%[57.5 µM]
Cc1ccc(C)n1NC(=O)c1ccc([N+](=O)[O-])cc1	-4%
CC1(C)C2CC=C(/C=N/NC(=S)NCCc3ccccc3)C1C2 (configuration not stated)	-5%
O=C(NCCc1ccccc1)C(=O)c1c(-c2ccccc2)cc2ccccn12	9%
CC(/C=C/c1ccco1)=N/NC(=O)c1ccc(C)nc1	-3%[57.5 µM]
CCOc1c(CNc2nnnn2C)cccc1OC	-17%
Cc1ccc(/C=N/NC(=O)Cc2cccn2C)cc1	8%[57.5 µM]
O=C(NNC1=NS(=O)(=O)c2ccccc21)c1ccccc1Cl	9%
COc1ccccc1NS(=O)(=O)c1cccc(NC(=O)C2CC(=O)N(Cc3ccccc3)C2)c1 (configuration not stated)	11%
Other entries.
SMILES	ERK EGF inh
Cc1cccc(/C=N/NC(=O)CNc2cccc3ccccc23)n1	6%
Cc1cc(C)n(C(=O)CNc2ccccc2Cl)n1	7%
CCOc1cc(C(=S)N2CCOCC2)ccc1OC(=O)/C=C/c1ccc(OC)c(OC)c1	4%
COc1ccc(/C=C/C(=O)NC(=S)Nc2ccc(N3CCN(C(C)=O)CC3)cc2)cc1	0%[57.5 µM]
Cc1c(Br)c([N+](=O)[O-])nn1CC(=O)NCCc1c[nH]c2ccccc12	-2%
Cc1nn(C)c(Cl)c1/C=N/OC(=O)c1ccccc1	-4%
COc1ccc(C2C(C#N)=C(N)OC3=C2C(=O)CC(C)(C)C3)cc1OC (configuration not stated)	5%
CCN1CCN(c2ccc(NC(=O)c3ccc(C#N)cc3F)cc2Cl)CC1	3%
Cc1ccc(S(=O)(=O)N2CCOCC2)cc1C(=O)OCC(=O)NC1CCS(=O)(=O)C1 (configuration not stated)	3%
COc1cc(/C=N/NC(=O)c2ccc(Cl)c(S(N)(=O)=O)c2)ccc1OCC(N)=O	-2%[57.5 µM]
CCOc1ccc(NC(=O)N2CCC(c3nc4ccccc4[nH]3)CC2)cc1	-5%
CCOc1ccc2oc(C(=O)OC(C(=O)NC(N)=O)C(C)C)c(C)c2c1 (configuration not stated)	1%[57.5 µM]
O=C(CCCOc1ccccc1)NCCc1ccccc1	6%
COC(=O)c1ccc(S(N)(=O)=O)o1	-3%
O=[N+]([O-])c1cc(S(=O)(=O)N2CCCC2)ccc1NCCc1ccccc1	-5%
CC(=O)Nc1ccc(CN2CCN(Cc3ccc(F)c(F)c3)C(CCO)C2)cc1 (configuration not stated)	-6%
Nc1nc(-c2cc(Cl)cc(Cl)c2OC(F)F)cs1	8%
CCCCn1c(-c2csc(C(C)C)c2)n[nH]c1=S	7%
COC(=O)/C(=C\C(=O)c1ccccc1)Nc1ccc(OC)cc1	?
O=c1[nH]c2ccccc2[n+]([O-])c1-c1ccccc1	6%

Structures from the list above containing a furan ring, fused or not, in the order listed:
SMILES	ERK EGF inh
CC(=O)N(CN1C(=O)c2ccccc2C1=O)c1ccc2c(c1)oc1ccccc12	-2%
COc1ccc(NC(=O)CSc2nnc(NC(=O)c3ccco3)s2)cc1	1%
COc1cccc(S(=O)(=O)Nc2ccc(C(=O)N3CCN(C(=O)c4ccco4)CC3)cc2)c1	10%
COc1cccc(C2/C(=C(/O)c3ccc(C)cc3)C(=O)C(=O)N2Cc2ccco2)c1 (configuration not stated)	0%
O=[N+]([O-])c1c(NCCCO)cc(SCc2ccco2)c2nonc12	-3%
COC(=O)CCC(=O)OC1(C)C(=O)C=C2C=C(C3CC3)N(Cc3ccco3)C=C2C1=O (configuration not stated)	-9%[57.5 µM]
O=C(Oc1coc(CSc2ncccn2)cc1=O)c1ccc(Br)o1	4%
CN(C)CCNC(=O)/C(=C/c1ccc(-c2cccc(Cl)c2)o1)NC(=O)c1ccccc1	?
C=CCn1c(SCC(=O)NCCCC(=O)OCC)nc2scc(-c3ccco3)c2c1=O	-9%
COc1ccccc1/C=C/C=N/NC(=O)c1ccco1	4%[57.5 µM]
O=C(c1ccco1)N1CCN(Cc2nc(Cc3ccccc3)no2)CC1	-8%
O=c1c2oc3ccccc3c2ncn1Cc1ccc(F)cc1	-8%
CC(/C=C/c1ccco1)=N/NC(=O)c1ccc(C)nc1	-3%[57.5 µM]
CCOc1ccc2oc(C(=O)OC(C(=O)NC(N)=O)C(C)C)c(C)c2c1 (configuration not stated)	1%[57.5 µM]
COC(=O)c1ccc(S(N)(=O)=O)o1	-3%
